From PubChem BioAssay
CASP6 VEID inh – human caspase-6 inhibitors, primary screen, biochemical, VEID-R110 fluorescence, single point, set 2. P55212. purified caspase-6, Z-VEID-R110 cleavage fluorescence. inhibition, % at 12.5 µM. 350,000 tested, 0.53% active;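 active means mean inhibition across replicates at least about 35%, with every replicate also reaching that limit, limit read from the data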;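 further: 0% = median of neutral control wells and 100% = no fluorescence left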
Target sequence (P55212 24-179 limits assumed): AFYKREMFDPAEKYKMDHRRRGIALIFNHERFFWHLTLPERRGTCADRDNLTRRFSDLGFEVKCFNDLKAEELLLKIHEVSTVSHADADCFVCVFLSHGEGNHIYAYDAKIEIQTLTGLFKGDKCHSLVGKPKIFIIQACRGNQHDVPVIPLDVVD
Target sequence (P55212 194-293 limits assumed): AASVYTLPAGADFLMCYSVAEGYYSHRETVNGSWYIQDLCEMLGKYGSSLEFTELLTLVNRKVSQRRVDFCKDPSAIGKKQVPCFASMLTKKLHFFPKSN
LGR2 inh – inhibitors of bursicon-induced LGR2 CRE-luciferase signal, primary screen, cell-based, HEK293, CRE-luciferase reporter, bursicon stimulation; bursicon-stimulated, 4 h; inhibition, % at 9.99 µM; 380,000 tested, 0.35% active; AID 720647, 2013;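 active means drop in luminescence signal, shown as inhibition above about 50% in the replicate tests, limit read from the data, passing the limit was not always enough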;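 further: agonist challenge used bursicon conditioned medium at about half maximal strength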
PAX8 inh HTS – inhibitors of PAX8-driven TPO luciferase reporter, primary screen, RMG-I cells, single concentration | 360,000 tested, 1.2% active | inhibition, % at 12.6 µM | SteadyGlo, 24 h;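 active means mean replicate inhibition at least 60% with every replicate also reaching 60%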;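 further: luciferase light reporting Pax8 driven TPO promoter activity; plate controls were median of neutral control wells for no effect and mitoxantrone controls for full effect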
EWS-Fli inh – EWS/Fli-driven NR0B1 reporter inhibitors, primary screen, A673 cells, NR0B1 luciferase, luminescence, MLPCN library. inhibition, % at 12.6 µM. viability-normalised. 350,000 tested, 0.67% active;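 active means mean inhibition of at least 50% after viability correction, with every replicate also passing that limit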;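 further: firefly luciferase signal divided by Alamar Blue viability fluorescence both relative to DMSO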
DENV2 CPE – inhibitors of DENV2 cytopathic effect, primary screen, cell-based, plate reader, single concentration | DENV2-infected cells, cytopathic effect rescue | CPE inhibition, % at 9.99 µM | 350,000 tested, 1.7% active; in the data active means CPE inhibition above about 20%, passing the limit was not always enough; tested in BHK-21 cells;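 further: 0% = median of neutral control wells and 100% = median of positive control wells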
SIRT5 inh – SIRT5 desuccinylase inhibitors, primary screen, biochemical, fluorescence imaging, single point, set 5 | NAD-dependent protein deacylase sirtuin-5, mitochondrial (Homo sapiens), Q9NXA8 | Purified SirT5, succinyl-peptide AMC, trypsin-coupled fluorescence | inhibition, % at 15 µM | 330,000 tested, 1.1% active | AID 652115, 2013; in the data active means inhibition above about 15%
Target sequence (Q9NXA8 whole entry, looked up): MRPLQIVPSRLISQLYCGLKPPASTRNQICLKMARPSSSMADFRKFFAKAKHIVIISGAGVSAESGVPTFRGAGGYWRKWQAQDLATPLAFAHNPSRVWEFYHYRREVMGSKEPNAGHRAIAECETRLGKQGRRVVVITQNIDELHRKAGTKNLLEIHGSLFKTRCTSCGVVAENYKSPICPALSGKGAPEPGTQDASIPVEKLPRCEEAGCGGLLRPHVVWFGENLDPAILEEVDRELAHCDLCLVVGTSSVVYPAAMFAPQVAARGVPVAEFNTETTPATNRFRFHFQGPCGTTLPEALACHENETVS
ARNT TACC3 PPI – disruptors of ARNT/TACC3 protein interaction, primary screen, biochemical, AlphaScreen, single concentration; Transforming acidic coiled-coil-containing protein 3 (Homo sapiens), Q9Y6A5; AlphaScreen His-ARNT PAS-B/GST-TACC3 binding, luminescence; TACC3 fragment carries E629A point mutation; inhibition, % at 9.99 µM; 390,000 tested, 0.66% active;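 active means mean inhibition of replicates at least 50% and at least half of replicates each reaching 50%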;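 further: 0% = complete ARNT plus TACC3 wells and 100% = ARNT alone without TACC3; many hits fall short of the cut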
An asterisk follows results filed as active.

Screening C=CCNC(=S)N1CCC(C(=O)c2ccc(Cl)cc2)CC1 returned CASP6 VEID inh 64*, LGR2 inh -1, PAX8 inh HTS 8, EWS-Fli inh 8, DENV2 CPE -2, SIRT5 inh 1 and ARNT TACC3 PPI -3.
O=C(/C=C/c1cccs1)Nc1nccs1 was read as CASP6 VEID inh 9, LGR2 inh -13, PAX8 inh HTS -134, EWS-Fli inh -35, DENV2 CPE -5, SIRT5 inh 1 and ARNT TACC3 PPI 0.
For Cc1ccc(S(=O)(=O)N(C)Cc2ccc(C(=O)N/N=C3\CC(=O)CC(C)(C)C3)cc2)cc1 the results were LGR2 inh 5, PAX8 inh HTS 12 and ARNT TACC3 PPI -17.
`CN(C)C(CNC(=O)c1ccc2nc[nH]c2c1)c1ccccc1` (configuration not stated) gave CASP6 VEID inh -2, LGR2 inh -3, PAX8 inh HTS -4, EWS-Fli inh 0, DENV2 CPE -3 and ARNT TACC3 PPI 4.
For COc1cc(C(=O)NCCNc2nc3ccc(C)cc3cc2C#N)cc(OC)c1OC the results were CASP6 VEID inh 9, PAX8 inh HTS 8, EWS-Fli inh 0, DENV2 CPE -1, SIRT5 inh -4 and ARNT TACC3 PPI 10.
N/C(CSc1ccccn1)=N\OCc1c(Cl)cccc1Cl was read as CASP6 VEID inh -5, LGR2 inh -27, PAX8 inh HTS -3, EWS-Fli inh -11, DENV2 CPE -7, SIRT5 inh -2 and ARNT TACC3 PPI 0.
For Cc1ccc(NCN2C(=O)c3ccccc3C2=O)cc1Cl the results were CASP6 VEID inh 0, LGR2 inh -20, PAX8 inh HTS 11, EWS-Fli inh -1, DENV2 CPE -5 and SIRT5 inh -7.
`COc1ccccc1NC(=O)N(C)C[C@@H]1Oc2ncc(C#CCC(C)C)cc2C(=O)N([C@@H](C)CO)C[C@@H]1C` gave CASP6 VEID inh 3, LGR2 inh -7, PAX8 inh HTS 9, EWS-Fli inh 5, DENV2 CPE 3, SIRT5 inh 9 and ARNT TACC3 PPI -5.
For CCOC(=O)C(=O)Nc1ccc(Oc2ccccc2)cc1 the results were CASP6 VEID inh -2, LGR2 inh 36, PAX8 inh HTS -4, EWS-Fli inh -4, SIRT5 inh -5 and ARNT TACC3 PPI 7.
`CO[C@H]1CN(C)C(=O)c2cc(NC(=O)c3ccc4c(c3)OCO4)ccc2OC[C@H](C)NC[C@@H]1C` gave LGR2 inh -2, PAX8 inh HTS -3 and EWS-Fli inh -7.

For convenience, part of the list above:
Screening C=CCNC(=S)N1CCC(C(=O)c2ccc(Cl)cc2)CC1 returned CASP6 VEID inh 64*, LGR2 inh -1, PAX8 inh HTS 8, EWS-Fli inh 8, DENV2 CPE -2, SIRT5 inh 1 and ARNT TACC3 PPI -3.
O=C(/C=C/c1cccs1)Nc1nccs1 was read as CASP6 VEID inh 9, LGR2 inh -13, PAX8 inh HTS -134, EWS-Fli inh -35, DENV2 CPE -5, SIRT5 inh 1 and ARNT TACC3 PPI 0.
For Cc1ccc(S(=O)(=O)N(C)Cc2ccc(C(=O)N/N=C3\CC(=O)CC(C)(C)C3)cc2)cc1 the results were LGR2 inh 5, PAX8 inh HTS 12 and ARNT TACC3 PPI -17.
`CN(C)C(CNC(=O)c1ccc2nc[nH]c2c1)c1ccccc1` (configuration not stated) gave CASP6 VEID inh -2, LGR2 inh -3, PAX8 inh HTS -4, EWS-Fli inh 0, DENV2 CPE -3 and ARNT TACC3 PPI 4.
For COc1cc(C(=O)NCCNc2nc3ccc(C)cc3cc2C#N)cc(OC)c1OC the results were CASP6 VEID inh 9, PAX8 inh HTS 8, EWS-Fli inh 0, DENV2 CPE -1, SIRT5 inh -4 and ARNT TACC3 PPI 10.

Further records follow.
COc1ccc(OC)c(CCNC(=O)c2ccc3c(=O)[nH]c4c(C(=O)NC(C)C)sc(=S)n4c3c2)c1 was read as CASP6 VEID inh -5, LGR2 inh 2, PAX8 inh HTS -4, EWS-Fli inh 8, DENV2 CPE -4, SIRT5 inh -1 and ARNT TACC3 PPI 9.
CC1CN(CC(=O)NCc2ccc(F)cc2)CC(C)O1 (configuration not stated) was read as CASP6 VEID inh -3, LGR2 inh -2, PAX8 inh HTS 15, EWS-Fli inh -1, DENV2 CPE -7, SIRT5 inh 1 and ARNT TACC3 PPI 4.
COc1ccc(CC(=O)NCC2CCCN(Cc3ccc(OC(F)(F)F)cc3)C2)cc1 (configuration not stated) was read as CASP6 VEID inh 0, PAX8 inh HTS 10, EWS-Fli inh -3, DENV2 CPE 20*, SIRT5 inh 21* and ARNT TACC3 PPI -4.
For Cc1ccccc1NC(=O)CC1C(=O)NCCN1C(=O)c1cccc(Cl)c1 (configuration not stated) the results were CASP6 VEID inh 9, LGR2 inh 11, PAX8 inh HTS -1, EWS-Fli inh 0, DENV2 CPE 5, SIRT5 inh -1 and ARNT TACC3 PPI 3.
`CC1CCN(CCOc2ccccc2-c2ccccc2)CC1` gave LGR2 inh 1, PAX8 inh HTS 13 and ARNT TACC3 PPI -22.
For Cc1cc(S(=O)(=O)N2CCN(CC(=O)N(C)Cc3ccccc3)CC2)ccc1Br the results were CASP6 VEID inh 1, LGR2 inh -8, PAX8 inh HTS 1, EWS-Fli inh 8, DENV2 CPE -7, SIRT5 inh -1 and ARNT TACC3 PPI -2.
`Cc1ccccc1-n1nnnc1SCC(=O)NCC1(N2CCOCC2)CCCCC1` gave CASP6 VEID inh 1, LGR2 inh 1, PAX8 inh HTS 10, EWS-Fli inh 7, DENV2 CPE 16, SIRT5 inh -1 and ARNT TACC3 PPI 0.
`O=C(Cn1c(=S)[nH]c2ncccc2c1=O)NCCc1ccccc1` gave CASP6 VEID inh -2, LGR2 inh 5, PAX8 inh HTS 7, EWS-Fli inh -46, DENV2 CPE -1 and SIRT5 inh -3.
Screening Fc1ccc(NC(=S)Nc2ccccc2Cl)cc1 returned CASP6 VEID inh 0, LGR2 inh -14, PAX8 inh HTS 14, EWS-Fli inh 2, DENV2 CPE 4, SIRT5 inh -1 and ARNT TACC3 PPI -16.
For Cc1cc(O)cc(=O)n1C the results were CASP6 VEID inh -2, LGR2 inh 5, PAX8 inh HTS 10, EWS-Fli inh 2, DENV2 CPE 0, SIRT5 inh -1 and ARNT TACC3 PPI 4.

In the list so far, these have an aryl thioether with sulfur outside any ring.
N/C(CSc1ccccn1)=N\OCc1c(Cl)cccc1Cl was read as CASP6 VEID inh -5, LGR2 inh -27, PAX8 inh HTS -3, EWS-Fli inh -11, DENV2 CPE -7, SIRT5 inh -2 and ARNT TACC3 PPI 0.
`Cc1ccccc1-n1nnnc1SCC(=O)NCC1(N2CCOCC2)CCCCC1` gave CASP6 VEID inh 1, LGR2 inh 1, PAX8 inh HTS 10, EWS-Fli inh 7, DENV2 CPE 16, SIRT5 inh -1 and ARNT TACC3 PPI 0.

(list continues)
`C[C@H]1CN([C@@H](C)CO)C(=O)c2cccc(NC(=O)c3nc4ccccc4s3)c2O[C@H]1CN(C)Cc1ccc(Oc2ccccc2)cc1` gave CASP6 VEID inh 1, LGR2 inh 5, PAX8 inh HTS -8, EWS-Fli inh 5, DENV2 CPE 20 and SIRT5 inh 4.
`Cc1csc(NC(=O)c2cc([N+](=O)[O-])cc([N+](=O)[O-])c2)n1` gave CASP6 VEID inh 4, LGR2 inh 1, PAX8 inh HTS 6, EWS-Fli inh 9, DENV2 CPE 4, SIRT5 inh 0 and ARNT TACC3 PPI 28.
For O=C(c1cc(COc2ccc(F)cc2Cl)on1)N1CCN(C2CCCCC2)C(=O)C1 the results were CASP6 VEID inh 3, LGR2 inh 3, PAX8 inh HTS -3, EWS-Fli inh -5, DENV2 CPE 2, SIRT5 inh 0 and ARNT TACC3 PPI -8.
Cc1c(C(=O)NCC2CCCO2)oc2ccc(Br)cc12 (configuration not stated) was read as CASP6 VEID inh 2, LGR2 inh -40, PAX8 inh HTS -105, EWS-Fli inh -84, DENV2 CPE 8, SIRT5 inh -2 and ARNT TACC3 PPI 0.
`CO[C@@H]1CN(C)C(=O)c2ccc(NC(=O)C3CC3)cc2OC[C@@H](C)N(Cc2ccccc2)C[C@@H]1C` gave LGR2 inh 20, EWS-Fli inh -3, DENV2 CPE 2, SIRT5 inh 4 and ARNT TACC3 PPI 12.
For Cc1ccc(S(=O)(=O)Nc2cccc3c2O[C@@H](CN(C)Cc2ccc(C(=O)O)cc2)[C@@H](C)CN([C@H](C)CO)C3=O)cc1 the results were CASP6 VEID inh 0, LGR2 inh 12, EWS-Fli inh 5, DENV2 CPE 12, SIRT5 inh -5 and ARNT TACC3 PPI -5.
For O=[N+]([O-])c1cc(CN2CCCC2)ccc1Sc1ccc(Cl)cc1 the results were CASP6 VEID inh -1, LGR2 inh -6, PAX8 inh HTS 11, EWS-Fli inh 7, DENV2 CPE -7, SIRT5 inh -4 and ARNT TACC3 PPI 28.
`O=C(/C=C/c1ccccc1[N+](=O)[O-])Nc1ccc(S(=O)(=O)Nc2ncccn2)cc1` gave CASP6 VEID inh 2, LGR2 inh 5, EWS-Fli inh 11, DENV2 CPE 7, SIRT5 inh -1 and ARNT TACC3 PPI -5.
For Cc1nnc(SCC(=O)c2cc(C)n(-c3ccc4c(c3)OCO4)c2C)s1 the results were CASP6 VEID inh -1, LGR2 inh -59 and ARNT TACC3 PPI -2.
Screening O=C(CNS(=O)(=O)c1ccc(Br)s1)NCc1ccccc1 returned CASP6 VEID inh -5, LGR2 inh -11, PAX8 inh HTS 10, EWS-Fli inh 9, DENV2 CPE -1, SIRT5 inh -7 and ARNT TACC3 PPI -5.
`C=CCc1cc(C=O)cc(OCC)c1O` gave CASP6 VEID inh 0, LGR2 inh 7, PAX8 inh HTS -9, EWS-Fli inh 4, DENV2 CPE -2, SIRT5 inh 1 and ARNT TACC3 PPI 2.
Cc1ccc([N+](=O)[O-])cc1S(=O)(=O)Nc1cccc(-c2ccc(N3CCCC3)nn2)c1 was read as CASP6 VEID inh 3, LGR2 inh -9, PAX8 inh HTS -49, EWS-Fli inh -28, DENV2 CPE 1, SIRT5 inh 1 and ARNT TACC3 PPI -8.
For O=C(c1ccc(CS(=O)(=O)c2c(Cl)cccc2Cl)o1)N1CCCC1 the results were CASP6 VEID inh 2, LGR2 inh -10, PAX8 inh HTS -4, EWS-Fli inh 0, DENV2 CPE -15 and ARNT TACC3 PPI 0.
